# GLP-1R inv ag: qHTS of GLP-1 Receptor Inverse Agonists (Inhibition Mode); HEK293 GLP-1R CRE-luciferase, luminescence, 24 h; GLP-1R form is constitutively active; AID 624417, 2012; Potency, µM (series often up to 38.3 µM), without a hit: top-dose activity change, negative = inhibition, usual class: inhibitors; actives 1.6% (n = 410,000); also: potency is read from the fitted curve at half-maximal effect; % is scaled to controls: 0 for no effect and ±100 for the full control effect; nearly all actives have a fitted effect of over 55% in size
#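 GLP-1R inverse agonism mode: basal reporter luminescence in engineered HEK293 cells measured after one day of compound exposure at 37 deg C, with a 12 min room-temperature detection step.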
# PLK1 PBD block: qHTS for Inhibitors of PLK1-PDB (polo-like kinase 1 - polo-box domain): Primary Screen; Plk1 PBD binding of FITC phosphopeptide, fluorescence polarization; AID 720504, 2013; Potency, µM, for the others: max response, negative = inhibition, most hits filed as inhibitors; actives 2.8% (n = 360,000); also: potency is read from the fitted curve at half-maximal effect; series mostly up to about 57 µM; % is scaled to controls: 0 for no effect and ±100 for the full control effect; nearly all actives have a fitted effect of over 65% in size
# D3 ag: qHTS of D3 Dopamine Receptor Agonist: qHTS | D3R DiscoveRx beta-arrestin cells, luminescence, 90 min | max activation, % | actives 0.58% (n = 410,000) | AID 652048, 2013; in the data active = max activation above about 30%; also: 0% is about no effect; mostly tested at two doses, the higher about 12 µM
# Target sequence (P35462 whole entry, looked up): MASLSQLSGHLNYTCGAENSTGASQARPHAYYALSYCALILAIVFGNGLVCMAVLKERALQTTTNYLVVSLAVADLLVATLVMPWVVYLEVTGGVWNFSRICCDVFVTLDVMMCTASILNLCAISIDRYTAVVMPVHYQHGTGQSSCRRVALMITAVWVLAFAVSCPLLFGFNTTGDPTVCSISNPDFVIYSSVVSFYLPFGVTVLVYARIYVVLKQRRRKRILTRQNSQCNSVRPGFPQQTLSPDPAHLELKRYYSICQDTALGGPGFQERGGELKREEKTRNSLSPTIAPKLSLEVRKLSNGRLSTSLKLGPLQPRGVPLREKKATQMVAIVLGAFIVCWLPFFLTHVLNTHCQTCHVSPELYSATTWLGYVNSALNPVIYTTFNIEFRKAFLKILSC
#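 Agonist mode: compounds and dopamine controls were applied to plated cells for 90 min at 37 degrees C after an overnight attachment at 1500 cells/well. Luminescent read-out followed 30 - 60 minutes at room temperature with DiscoveRx detection reagent.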
# GLP1R cytotox: qHTS of GLP-1 Receptor Inverse Agonists: Cytotox Screen. HEK293 cAMP-luciferase reporter cells, luminescence, 24 h. actives 0.13% (n = 410,000). Potency, µM (titrated, usually from 38.3 µM), for inactives: top-dose activity change, negative = inhibition, hits mostly inhibitors;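 also: loss of luciferase light is scored as toxicity; potency is read from the fitted curve at half-maximal effect; % is scaled to controls: 0 for no effect and ±100 for the full control effect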
#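 Seeding density was 200 cells/uL; after overnight-length (12 h) culture, 23 nL compounds went on for 24 h at 37 °C. Readout used a luciferase detection reagent, luminescence taken after 12 min at room temperature.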
# DRD3 antagonist: qHTS of D3 Dopamine Receptor Antagonist: qHTS; D(3) dopamine receptor (Homo sapiens), P35462; D3R cells, DiscoveRx beta-arrestin luminescence, antagonist mode; hits give low values; max response, negative = inhibition, %; actives 2.5% (n = 360,000); AID 652054, 2013; in the data active = max response below about -50%; inconclusive = no clear call, values can overlap the other calls; also: % is scaled to controls: 0 for no effect and ±100 for the full control effect; mostly tested at two doses, the higher about 12 µM
#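 Cells expressing the human receptor were seeded at 1500 cells/well, incubated overnight at 37 degrees C in 5% CO2, then exposed to library compounds with dopamine controls for 90 minutes at 37 degrees C before luminescent detection.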
# IL2 activator: qHTS of IL-2 Activators; IL-2 activation reporter assay, cell-based qHTS; stimulated with anti-CD3/CD4/CD28 beads; in transgenic mouse T cells; activation, % (series mostly up to about 46 µM); actives 0.065% (n = 360,000); AID 652025, 2013; in the data active = activation above about 50%; inconclusive = mostly about 30% to 49%; also: 0% is about no effect
#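 First, unstimulated transgenic mouse T cells were exposed to compound for 60 min. Next, anti-CD3/anti-CD4-coated beads with anti-CD28 were added. Finally, after 18 h at 37 degrees C, EGFP and DsRed were imaged.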
# PI5P4K alpha inh: qHTS for Inhibitors of phosphatidylinositol 5-phosphate 4-kinase (PI5P4K). Phosphatidylinositol 5-phosphate 4-kinase type-2 alpha (Homo sapiens), P48426. PI5P4Kalpha enzyme, ADP-Glo luminescence, 60 min; hits give low values. actives 1.2% (n = 330,000). max response, %; active = max response of -50% or lower; inconclusive = between -30% and -50%; inactive = -30% or higher; also: value at the top dose of about 77 µM; % is scaled to controls: 0 for no effect and ±100 for the full control effect
# Target sequence (P48426 whole entry, looked up): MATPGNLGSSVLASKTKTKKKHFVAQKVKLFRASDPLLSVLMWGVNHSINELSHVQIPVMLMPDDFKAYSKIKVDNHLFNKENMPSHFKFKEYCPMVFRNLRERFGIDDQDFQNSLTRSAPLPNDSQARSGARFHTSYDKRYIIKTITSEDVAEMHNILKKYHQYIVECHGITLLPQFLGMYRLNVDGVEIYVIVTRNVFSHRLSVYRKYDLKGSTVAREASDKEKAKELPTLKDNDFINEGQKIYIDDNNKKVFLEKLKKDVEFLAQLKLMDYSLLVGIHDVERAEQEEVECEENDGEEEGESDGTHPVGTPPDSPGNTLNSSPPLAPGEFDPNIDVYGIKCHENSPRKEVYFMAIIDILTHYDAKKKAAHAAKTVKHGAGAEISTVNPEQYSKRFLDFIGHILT
#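 Single end-point luminescence (ADP-Glo) quantified ADP from PI5P4Kalpha turnover; ATP 5 microM final, 1 h at RT, 0.1% CHAPS and 0.28 mM EGTA in HEPES pH 7.4.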
# GLP-1R agonist: qHTS of GLP-1 Receptor Agonists; Glucagon-like peptide 1 receptor (Homo sapiens), P43220; AID 624172, 2012; Potency, µM (doses to about 45.6 µM), inactives show at the top dose activation, usual class: activators; HEK293 GLP-1R CRE-luciferase, luminescence, 4-6 h; cells express a hypersensitive GLP-1R form; actives 0.007% (n = 380,000); also: potency is read from the fitted curve at half-maximal effect; % of control where 0% means no effect
# WRN helicase inh: qHTS for Inhibitors of WRN Helicase | Bifunctional 3'-5' exonuclease/ATP-dependent helicase WRN (Homo sapiens), Q14191 | Potency, µM (series often up to 114 µM), for inactives: at the highest dose activity change, negative = inhibition, most hits filed as inhibitors | actives 0.46% (n = 360,000) | WRN helicase unwinding, fluorescent forked duplex, kinetic; also: potency is read from the fitted curve at half-maximal effect; % is scaled to controls: 0 for no effect and ±100 for the full control effect; nearly all actives have a fitted effect of over 55% in size
#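 Fluorescence dequenching readout, ex 525 nm/em 598 nm, kinetic mode: forked duplex DNA (100 nM final) with adjacent fluorophore and quencher unwound by WRN (20 nM final) with 2 mM ATP. Compound preincubation 15 min, room temperature.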
# Numbers without * were called inactive; ? = inconclusive; . = no result given; & = joins results of further samples; [ ] = another dose, or the depositor's remark. Unless noted, calls follow the shape of the dose curve; as a rule, active = well fitted curve in the direction sought with a large enough effect; inconclusive = small, poorly fitted or top-dose-only effect, or another doubt; inactive = no such curve, though single readings can be large; an effect the other way counts as inactive or inconclusive.
SMILES,GLP-1R inv ag,PLK1 PBD block,D3 ag,GLP1R cytotox,DRD3 antagonist,IL2 activator,PI5P4K alpha inh,GLP-1R agonist,WRN helicase inh
CN(C)CCCN(C(=O)c1ccc(S(=O)(=O)N(C)Cc2ccccc2)cc1)c1nc2c(F)cccc2s1,?,-6%,-14,?,-17,-3.8,3,-2%,-8%
CN(CC(=O)Oc1ccc(-c2nnco2)cc1)S(=O)(=O)c1ccc(F)cc1,2%,-11%,5,-1%,9,-3.0,0,-26%,2%
Cc1ccc(S(=O)(=O)N2CCN(C(C)C)CC2)cc1,8%,-15%,2,0%,0,0.4,1,10%,9%
O=S(=O)(/C=C/c1ccccc1)c1ccccc1,41%[activator],0%,0,19%,-10,-1.8,.,2%,4%
O=C(NCCCn1ccnc1)c1cc2c(s1)CCCC2,-3%,-7%,-16,6%,-23,-0.5,-1,3%,-2%
CCOc1ccc(N2C(=O)CC(N3CCN(C4CCc5ccccc5C4)CC3)C2=O)cc1 (stereo unspecified),-3%,-5%,-19,-1%,20,1.7,7,0%,0%
O=C(CCCNS(=O)(=O)c1cccc2nsnc12)NCc1ccccc1,0%,1%,-10,4%,5,-1.0,-2,-7%,-6%
O=C(NC(=S)Nc1ccc(N2CCOCC2)cc1)c1cncc(Br)c1,15%,-8%,2,-19%,0,0.7,4,-4%,-16%[57.1 µM]
CCOc1ccc(C2NC(=O)NC(C)=C2[N+](=O)[O-])cc1OC (stereo unspecified),65%[activator],0%,5,-7%,-16,-3.2,8,11%,-3%
O=C(CCCn1c(SCC(=O)c2ccc(F)cc2)nc2ccccc2c1=O)NCc1ccco1,6%,-1%,27,-8%,29,-2.1,.,-4%,9%
Nc1c2nc(-c3ccccc3Cl)[nH]c(=O)c2nc(=O)n1-c1ccccc1,16%,-18%,1,4%,?,-0.5,1,-3%,-14%
COc1cccc(-c2nc3ccccc3c(=O)n2NC(=O)c2cccnc2Cl)c1,0%,-1%,3,-3%,-3,-1.5,6,-8%,-5%
Cc1cccc(N2CC(C(=O)OCC(=O)c3ccc(OC(=O)c4cccs4)cc3)CC2=O)c1C (stereo unspecified),14%,-4%,4,3%,3,0.9,-2,2%,16%
CC(=O)c1c(O)c(C)c(O)c2c1OC1=CC(=O)C(C(C)=O)C(=O)[C@@]12C (stereo partly specified),-4%,13%,2,-13%,?,0.0,0,-1%,-23%
CN(C)c1nnnn1Cc1ccccc1,14%,-8%,-2,?,-3,-3.9,-4,-1%,0%
CCN(Cc1ccccc1)C(=O)CCS(=O)(=O)c1ccc2c(c1)oc(=O)n2C,16%&1%,-12%,5&-18,3%&0%,1,-4.4,-9,-3%,-3%
O=C(O)c1ccccc1N=Cc1c(O)n(-c2nccs2)c(=O)c2ccccc12,120%[activator],?,26,-4%,100,-1.2,-19,3%,-9%
COc1ccc(-c2nnc(SCC(=O)NCc3ccco3)o2)cc1,0%,-6%,2,-15%,-7,-3.4,.,0%,-6%[57.1 µM]
CC(C)n1nnnc1C(c1ccc(F)cc1)N1CCN(C2CCCC2)CC1 (stereo unspecified),-6%,?,-4,-9%,-3,0.5,3,14%,6%
Cc1ccc(-c2[nH]c3ccccc3c2SCCN)cc1,?,-1%,-5,-16%,-3,0.2,8,0%,-13%
COc1ccc(NC(=O)CSc2nnc(-c3ccoc3C)n2CC2CCCO2)cc1 (stereo unspecified),-11%,0%,0,75%,0,-0.7,1,6%,3%
CC(C)CCNC(=O)Cn1c(NCCC(C)C)nc2c1c(=O)n(C)c(=O)n2C,-10%,-2%,-6,-3%,-13,-2.4,0,-3%,-2%
C[C@H]1CN([C@@H](C)CO)C(=O)c2cc(Br)cnc2O[C@@H]1CN(C)S(=O)(=O)c1ccccc1,20%,-8%,-4,-29%,-18,-1.6,-1,-5%,-6%
Cc1ccc(NC(=O)C2Oc3ccccc3OC2C)cc1 (stereo unspecified),?,-9%,-2,3%,-13,-0.5,-10,-2%,1%
CC1CCN(c2c(NCC3CCC(C(=O)NCCCc4ccccc4)CC3)c(=O)c2=O)CC1 (stereo unspecified),-21%,-5%,-16,-3%,5,-2.5,1,10%,2%
# (cont.)
SMILES,GLP-1R inv ag,PLK1 PBD block,D3 ag,GLP1R cytotox,DRD3 antagonist,IL2 activator,PI5P4K alpha inh,GLP-1R agonist,WRN helicase inh
Cc1ccc(S(=O)(=O)c2nc(NC3CCS(=O)(=O)C3)sc2Cl)cc1 (stereo unspecified),-11%,-11%,-3,-4%,-13,-0.1,-8,1%,6%
Cn1ncc(Cl)c1C(=O)Nc1cc(C(F)(F)F)ccc1F,5%,1%,-6,-8%,8,0.6,.,-2%,1%
Nc1ncnc2c1ncn2[C@@H]1O[C@H](C(=O)N[C@H](CO)Cc2ccc(O)cc2)[C@@H](O)[C@H]1O,17%,0%,7,4%,5,0.0,3,0%,-3%
CN1CCC(N(C)C(=O)Cc2ccccc2[N+](=O)[O-])CC1,-7%,-5%,7,0%,-4,-0.3,0,9%,3%
CSc1nc(NCC(C)C)nc(N2CCOCC2)n1,0%,-5%,0,6%,17,0.9,.,14%,10%
CCCc1cc(=O)[nH]c2nnc(SCC(=O)Nc3ccc(NC(C)=O)cc3)n12,19%,-7%,-9,4%,-9,-3.1,-19,-3%,-32%
COc1ccc(-c2nc(SCC(=O)NC3CCCCC3)n[nH]2)cc1,?,-3%,1,-9%,0,-1.4,-1,10%,17%
COC(=O)c1ccc(NC(=O)COC(=O)c2cccc3c(=O)c(C)c(-c4ccccc4)oc23)cc1,9%,0%,0,-1%,16,-2.5,2,6%,-3%
COc1ccc(C(=O)NCc2ccc(-n3cccc3)cc2)cc1OC,-1%,1%,1,4%,-3,0.4,-5,1%,7%
O=C(O)/C=C/C(=O)c1ccc2c(c1)NC(=O)CO2,10%,?,6,6%,-2,1.3,?,6%,?
C#CCOCCOCCOCCNc1nc(N2CCN(C(=O)CCCCCCCCCCNC(=O)Cn3cc(C[C@@H](C)O)nn3)CC2)nc(N2CCN(C(=O)CCCCCCCCCCNC(=O)[C@H](CCCCN)n3cc(CCCC(=O)O)nn3)CC2)n1,-8%,-15%,-5,13%,-25,3.9,-26,5%,1%
O=C(O)CCNS(=O)(=O)c1ccccc1Br,20%,1%,1,20%,-25,0.3,-1,0%,-1%
Cc1ccc(Cl)c(NC(=O)CN2CCNC(=O)C2)c1Cl,-9%,-4%,10,1%,9,-0.5,-8,1%,-1%
CCn1c(SCC(=O)Nc2ccccc2-c2ccccc2)nnc1-c1ccoc1C,?,-15%,-9,10%,2,1.2,4,-4%,7%
COC(=O)N(C)CCCC1(C)C(=O)N(C)c2ccc(O)cc21 (stereo unspecified),7%,0%,0,-4%,7,2.0,.,1%,-9%
COc1ccccc1OCCNC(=O)Cc1ccc(Cl)c(Cl)c1,-24%[7.66 µM],4%,-9,-13%[7.66 µM],-9,0.2,-3,-2%,7%
COc1cccc(N(C(=O)c2ccn[nH]2)C2(C(=O)Nc3c(C)cccc3C)CCCCC2)c1,?,-7%,-1,-1%,?,-1.3,2,-8%,5%[57.1 µM]
CC(C)c1ccc(S(=O)(=O)N2CCN(CC(=O)Nc3ccc(Cl)cc3F)CC2)cc1,22%,3%,1,1%,-15,0.1,6,-5%,-1%
O=C(OC(C(=O)NCc1cccs1)c1ccc(F)cc1)c1ccco1 (stereo unspecified),0%,-18%,-2,-11%,1,0.6,-1,-2%,-4%
Cc1ccccc1N(CC(=O)NCC1CCCO1)C(=O)C1(C)CC(=O)N=C2C=CC=CN21 (stereo unspecified),4%,-2%,0,1%,8,-2.4,.,-8%,8%

# Part of the list above with just GLP-1R agonist, WRN helicase inh and D3 ag.
SMILES	GLP-1R agonist	WRN helicase inh	D3 ag
Cc1ccc(S(=O)(=O)c2nc(NC3CCS(=O)(=O)C3)sc2Cl)cc1 (stereo unspecified)	1%	6%	-3
CCCc1cc(=O)[nH]c2nnc(SCC(=O)Nc3ccc(NC(C)=O)cc3)n12	-3%	-32%	-9
CCn1c(SCC(=O)Nc2ccccc2-c2ccccc2)nnc1-c1ccoc1C	-4%	7%	-9
Cc1ccccc1N(CC(=O)NCC1CCCO1)C(=O)C1(C)CC(=O)N=C2C=CC=CN21 (stereo unspecified)	-8%	8%	0
COC(=O)N(C)CCCC1(C)C(=O)N(C)c2ccc(O)cc21 (stereo unspecified)	1%	-9%	0
CN1CCC(N(C)C(=O)Cc2ccccc2[N+](=O)[O-])CC1	9%	3%	7

# As a short view, four of the compounds above:
SMILES,GLP-1R inv ag,PLK1 PBD block,D3 ag,GLP1R cytotox,DRD3 antagonist,IL2 activator,PI5P4K alpha inh,GLP-1R agonist,WRN helicase inh
COc1cccc(N(C(=O)c2ccn[nH]2)C2(C(=O)Nc3c(C)cccc3C)CCCCC2)c1,?,-7%,-1,-1%,?,-1.3,2,-8%,5%[57.1 µM]
CC(C)c1ccc(S(=O)(=O)N2CCN(CC(=O)Nc3ccc(Cl)cc3F)CC2)cc1,22%,3%,1,1%,-15,0.1,6,-5%,-1%
O=C(OC(C(=O)NCc1cccs1)c1ccc(F)cc1)c1ccco1 (stereo unspecified),0%,-18%,-2,-11%,1,0.6,-1,-2%,-4%
Cc1ccccc1N(CC(=O)NCC1CCCO1)C(=O)C1(C)CC(=O)N=C2C=CC=CN21 (stereo unspecified),4%,-2%,0,1%,8,-2.4,.,-8%,8%
